Bioassay records as filed in PubChem.
FadD28 FP inh: blocks FadD28 binding to the bisubstrate probe; fluorescence polarization; 360,000 compounds, 0.22% hits; inhibition, % at 12.5 µM; in the data active = inhibition above about 8.5%, passing the limit was not always enough; inconclusive = no clear call, values can overlap the other calls
BoNT A protease: BoNT A light chain protease inhibition; multiplex microsphere protease substrate cleavage, flow cytometry; inhibition, % at 10 µM; 360,000 compounds, 0.17% hits; AID 588499; note: plate controls were buffer without enzyme for full effect and enzyme alone for no effect
BoNT-F LC inh: BoNT F light chain protease inhibition. AID 588497. inhibition, % at 10 µM. 360,000 compounds, 0.22% hits. Multiplex microsphere protease cleavage assay, flow cytometry; in the data active = inhibition above about 35%, passing the limit was not always enough; inconclusive = no clear call, values can overlap the other calls; note: plate controls were buffer without enzyme for full effect and enzyme alone for no effect
BioA inh: blocks M. tuberculosis BioA enzyme activity | purified M. tuberculosis BioA enzyme, plate reader | inhibition, % at 9.99 µM | 360,000 compounds, 0.096% hits; in the data active = inhibition above about 40%; inconclusive = no clear call, values can overlap the other calls
Mtb FBA inh: Mtb fructose-bisphosphate aldolase inhibition; P9WQA3; purified M. tuberculosis FBA, fluorescence read-out; inhibition, % at 1 µM; 360,000 compounds, 2.3% hits; AID 588726; in the data active = inhibition above about 27%;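 note: 0% = vehicle and 100% = reference inhibitor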
Anthrax LF prot: anthrax lethal factor protease inhibition. multiplex microsphere protease cleavage assay, LF. inhibition, % at 10 µM. 360,000 compounds, 0.12% hits; note: plate controls were buffer without enzyme for full effect and enzyme alone for no effect
Target sequence (P15917 whole entry, looked up): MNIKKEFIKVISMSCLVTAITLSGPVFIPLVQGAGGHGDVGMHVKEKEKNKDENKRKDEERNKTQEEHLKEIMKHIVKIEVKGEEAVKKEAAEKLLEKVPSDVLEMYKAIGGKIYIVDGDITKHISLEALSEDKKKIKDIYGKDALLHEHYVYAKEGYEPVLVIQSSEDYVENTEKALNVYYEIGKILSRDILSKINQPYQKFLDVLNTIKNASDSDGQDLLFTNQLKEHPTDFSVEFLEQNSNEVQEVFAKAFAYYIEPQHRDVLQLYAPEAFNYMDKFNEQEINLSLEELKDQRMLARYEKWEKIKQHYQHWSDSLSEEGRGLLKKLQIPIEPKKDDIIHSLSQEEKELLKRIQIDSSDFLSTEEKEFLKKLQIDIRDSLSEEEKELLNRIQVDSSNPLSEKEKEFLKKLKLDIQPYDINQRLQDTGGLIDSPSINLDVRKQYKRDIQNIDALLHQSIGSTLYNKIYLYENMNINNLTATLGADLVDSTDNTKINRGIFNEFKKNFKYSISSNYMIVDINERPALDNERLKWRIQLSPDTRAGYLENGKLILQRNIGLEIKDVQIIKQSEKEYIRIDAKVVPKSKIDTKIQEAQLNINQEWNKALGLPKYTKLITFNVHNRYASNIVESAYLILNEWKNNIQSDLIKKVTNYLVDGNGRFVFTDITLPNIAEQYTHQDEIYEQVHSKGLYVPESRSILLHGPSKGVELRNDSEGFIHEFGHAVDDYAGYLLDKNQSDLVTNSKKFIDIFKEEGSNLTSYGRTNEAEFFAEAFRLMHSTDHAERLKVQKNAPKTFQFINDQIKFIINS
GDH-TPI inh: counter-screen for M. tuberculosis FBA inhibitors: GDH-TPI coupled enzymes; 360,000 compounds, 1.2% hits; GDH-TPI coupled enzyme counterscreen, NADH absorbance; AID 588335; inhibition, % at 4.8 µM; in the data active = inhibition above about 30%;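 note: 0% = DMSO wells and 100% = wells lacking the enzyme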
PfHsp40 rescue: rescue of PfHsp40-mediated yeast toxicity; 340,000 compounds, 0.68% hits; S. cerevisiae expressing PfHsp40, growth rescue, ATP luminescence; growth rescue, % at 12.5 µM; in the data active = growth rescue above about 28%, passing the limit was not always enough; inconclusive = no clear call, values can overlap the other calls;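 note: yeast W303a lacking pdr1 and pdr3 grown in galactose medium; growth measured after three days at 30 °C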
Mtb UGM inh: Mtb UDP-galactopyranose mutase inhibition; inhibition, % at 10 µM; AID 504406; 320,000 compounds, 0.06% hits; purified UGM, fluorescence polarization probe displacement; in the data active = inhibition above about 10%, passing the limit was not always enough; inconclusive = no clear call, values can overlap the other calls
Numbers without * were called inactive; ? = inconclusive; / = no result given; & = joins results of further samples. Cut-off read from the data, not from the text of the source, unless noted: active = inhibition above about 30%; inconclusive = no clear call, values can overlap the other calls; inactive = below that. Rows were taken by chance (roughly 4.7% active in at least one column).

molecule	BioA inh	GDH-TPI inh	Mtb UGM inh	BoNT-F LC inh	PfHsp40 rescue	Mtb FBA inh	FadD28 FP inh	Anthrax LF prot	BoNT A protease
CC(C)NC(=O)c1cc(C2CCCCN2S(=O)(=O)c2ccc(C#N)cc2)on1 (configuration not stated)	-0.5	7	/	-1	/	-2	-2.0	11	-0.5
O=C(Nc1ccccc1-c1ccccc1)c1cccs1	/	1	-2.2	-10	0.4	4	-0.2	-5	-2.7
COC(=O)c1ccccc1-n1c(C)nc(=O)c(-c2ccccc2)c1C	/	0	3.8	?	-0.7	0	0.6	-4	-8.4
O=C(O)CCn1c2c(c3ccccc31)CCCC2	-1.8	-10	-1.1	-7	6.1	8	-0.9	4	-0.3
Cc1ccc(S(=O)(=O)N2CCOCC2)cc1C(=O)N1CCN(c2ccc(C(F)(F)F)cn2)CC1	0.2	2	-0.5	-4	-1.0	6	-1.8	3	-0.3
COc1cccc(NC(=O)N(C)C[C@H]2Oc3ncc(Br)cc3C(=O)N([C@H](C)CO)C[C@H]2C)c1	-2.9&2.2	10	/	0	/	2	-0.7	0	-0.2
S=C(NCCc1ccccc1)NCc1cccs1	/	4	-0.5	3	0.1	-1	-3.1	-3	-0.1
O=C(c1nc2ccccn2c1CNCCn1ccc2ccccc21)N1CCOCC1	-0.3	-5	0.7	-7	1.2	-4	-0.7	-2	-0.8
CCCNC(=O)c1cc(Cl)c(NC(=O)C2=CSCCO2)cc1OC	4.0	6	-1.5	-7	-1.2	-1	-2.5	-2	1.1
CCOP(=O)(OCC)/C(=C/N1CCCCC1)NC(=O)c1ccccc1	-0.9	11	-0.6	0	-0.3	0	-2.5	-4	0.0
COc1cc(C(=O)OCC(=O)c2ccccc2)cc2c1OCCO2	0.5	-3	1.0	2	-0.8	2	-0.8	-4	4.7
CCc1ccc(CN(C(=O)c2oc3ccccc3c2C)C2CCS(=O)(=O)C2)cc1 (configuration not stated)	-0.5	-5	0.0	-1	0.1	1	-4.7	3	-0.6
CC(C)[C@@H](C(=O)NC1CCN(Cc2ccccc2)CC1)N1C(=O)N2CCc3c([nH]c4ccccc34)[C@@]2(C)C1=O	3.9	1	-1.8	6	-0.4	-1	-0.8	3	-0.4
CCCCOc1ccc(NC(=O)Nc2nnc(C)s2)cc1	-0.4	-16	1.8	-2	-0.8	-3	-4.4	3	-2.3
COc1ccc(C(=O)/C=C/c2ccccc2C(F)(F)F)cc1	/	2	0.6	-3	2.5	-4	-7.1	3	0.4
O=C(N/N=C/c1cccnc1)c1ccc(Cl)c(Cl)c1	/	-4	2.7	-7	-1.1	-2	-1.9	-3	-0.1
CC(c1ccccc1)N1CC(C(=O)Nc2ccc(F)cc2)CC1=O (configuration not stated)	0.3	2	1.0	7	5.4	-2	-2.6	2	0.6
Cc1ccc2oc(-c3ccccc3)nc2c1	/	-4	1.6	4	0.0	6	0.8	-4	-0.7
O=C(NC(Cc1ccccc1)C(=O)N1CCN(c2ccc(F)cc2)CC1)c1ccccc1 (configuration not stated)	-0.7	1	/	-4	/	-2	-4.9	-2	-0.4
Cc1csc(SCC(=O)Nc2ccc(CC#N)cc2)n1	0.6	-1	/	5	/	-3	-0.8	-4	0.1
O=S1(=O)CCC(NS(=O)(=O)c2ccc3ccccc3c2)C1 (configuration not stated)	1.4	4	2.5	7	1.8	0	-0.1	14	4.8
COc1ccc(OC)c(/C=C/C(=O)OCC(=O)NC2CCCCCCC2)c1	-3.5	2	-1.0	-9	0.7	4	-1.0	6	0.4
Cc1occc1-c1nnc(SCC(=O)N2CCOCC2)o1	5.4	5	2.1	-2	0.3	-1	-1.7	-6	0.2
Cc1cc(NC(=O)c2cc(-c3ccncc3)nc3ccccc23)ccc1Br	-1.3	10	-1.9	-12	1.8	0	-8.3	0	-0.7
COc1ccc(C(=O)N2CCC(CCC(=O)Nc3cccc(C)c3)CC2)cc1	0.2	3	-0.7	-2	2.8	-1	-0.3	2	2.5
CCOCCCn1c(SC(C)C(=O)NCC2CCCO2)nc2sc(C)c(C)c2c1=O (configuration not stated)	1.0	10	1.6	5	-1.3	-1	0.6	0	4.2
COc1ccc(OC)c(NC(=O)Cc2coc3ccc(C)cc23)c1	-0.1	1	-2.3	-17	11	-2	5.5	-2	-1.0
Nc1ccc(S(=O)(=O)Nc2ccnn2-c2ccccc2)cc1	-0.6	11	-2.4	-4	-1.0	3	-1.0	2	-0.4
Cc1cccc(OCC(=O)OCC(=O)Nc2sccc2C(N)=O)c1	1.2	9	1.5	/	0.5	6	-1.9	/	/
CCCCC1CCC(/C(N)=N/O)CC1 (configuration not stated)	-0.4	2	2.5	-7	0.2	3	-3.1	2	2.2

A portion taken from the entries so far, as a working copy:
molecule	BioA inh	GDH-TPI inh	Mtb UGM inh	BoNT-F LC inh	PfHsp40 rescue	Mtb FBA inh	FadD28 FP inh	Anthrax LF prot	BoNT A protease
CC(C)NC(=O)c1cc(C2CCCCN2S(=O)(=O)c2ccc(C#N)cc2)on1 (configuration not stated)	-0.5	7	/	-1	/	-2	-2.0	11	-0.5
O=C(Nc1ccccc1-c1ccccc1)c1cccs1	/	1	-2.2	-10	0.4	4	-0.2	-5	-2.7
COC(=O)c1ccccc1-n1c(C)nc(=O)c(-c2ccccc2)c1C	/	0	3.8	?	-0.7	0	0.6	-4	-8.4
O=C(O)CCn1c2c(c3ccccc31)CCCC2	-1.8	-10	-1.1	-7	6.1	8	-0.9	4	-0.3
Cc1ccc(S(=O)(=O)N2CCOCC2)cc1C(=O)N1CCN(c2ccc(C(F)(F)F)cn2)CC1	0.2	2	-0.5	-4	-1.0	6	-1.8	3	-0.3
COc1cccc(NC(=O)N(C)C[C@H]2Oc3ncc(Br)cc3C(=O)N([C@H](C)CO)C[C@H]2C)c1	-2.9&2.2	10	/	0	/	2	-0.7	0	-0.2
S=C(NCCc1ccccc1)NCc1cccs1	/	4	-0.5	3	0.1	-1	-3.1	-3	-0.1
O=C(c1nc2ccccn2c1CNCCn1ccc2ccccc21)N1CCOCC1	-0.3	-5	0.7	-7	1.2	-4	-0.7	-2	-0.8
CCCNC(=O)c1cc(Cl)c(NC(=O)C2=CSCCO2)cc1OC	4.0	6	-1.5	-7	-1.2	-1	-2.5	-2	1.1
CCOP(=O)(OCC)/C(=C/N1CCCCC1)NC(=O)c1ccccc1	-0.9	11	-0.6	0	-0.3	0	-2.5	-4	0.0
COc1cc(C(=O)OCC(=O)c2ccccc2)cc2c1OCCO2	0.5	-3	1.0	2	-0.8	2	-0.8	-4	4.7
CCc1ccc(CN(C(=O)c2oc3ccccc3c2C)C2CCS(=O)(=O)C2)cc1 (configuration not stated)	-0.5	-5	0.0	-1	0.1	1	-4.7	3	-0.6
CC(C)[C@@H](C(=O)NC1CCN(Cc2ccccc2)CC1)N1C(=O)N2CCc3c([nH]c4ccccc34)[C@@]2(C)C1=O	3.9	1	-1.8	6	-0.4	-1	-0.8	3	-0.4
CCCCOc1ccc(NC(=O)Nc2nnc(C)s2)cc1	-0.4	-16	1.8	-2	-0.8	-3	-4.4	3	-2.3

Further records:
molecule	BioA inh	GDH-TPI inh	Mtb UGM inh	BoNT-F LC inh	PfHsp40 rescue	Mtb FBA inh	FadD28 FP inh	Anthrax LF prot	BoNT A protease
COc1cccc(CNC(=O)c2n[nH]c3ccccc23)c1	-1.2	-1	0.2	-6	-0.4	-2	-1.4	-3	-0.2
COc1ccc(OC)c(NC(=O)CN(C)S(=O)(=O)c2ccc(Cl)cc2)c1	1.4	-3	1.7	-7	-0.2	-1	-1.7	-2	-0.8
O=C(N/N=C/c1ccccc1)c1ccc2c(c1)OCO2	3.0	-3	2.0	-4	-0.6	0	-4.2	2	0.2
COc1ccccc1CN1C(=O)CCC1(C)C(=O)NC1CCCCCC1 (configuration not stated)	-0.6	-6	1.9	-1	0.6	-1	-4.7	-7	-0.9
COc1ccc(OCCCCN2CCC(C)CC2)cc1	-0.1	0	0.5	17	-1.3	1	1.5	2	0.8
O=C(Nc1cc(S(=O)(=O)N2CCCCCC2)ccc1OCC(F)(F)F)C1CCC1	-2.0	4	0.4	0	-0.6	2	-0.4	-3	1.0
Cc1ccc(N(C)C(=O)CC(C)S(=O)(=O)c2ccc3c(c2)NC(=O)CO3)cc1 (configuration not stated)	4.2	6	1.0	-1	0.8	1	0.0	-1	-0.3
COc1ccc(C2=C(c3ccc(OC)c(OC)c3)CN3CCCCC3C2)cc1 (configuration not stated)	0.3	2	-0.5	-2	-0.6	1	-2.3	-6	0.4
COC(=O)CSc1nnc(NC(=O)CCc2ccccc2)s1	-1.5	3	2.0	3	-0.2	2	-0.5	2	1.3
CN(C(=O)/C=C/c1ccccc1)C1CCS(=O)(=O)C1 (configuration not stated)	4.6	10	0.2	-4	0.3	2	0.1	2	-0.7
COC(CNC(=O)CCc1c(C)nc2c(-c3ccccc3)c(C)nn2c1C)OC	1.3	8	1.6	-5	0.3	0	-0.1	8	-4.2
Cc1cc(C(C)(C)C)cc(C)c1N	/	-2	1.9	-2	-0.8	0	-3.6	-3	-0.6
COC(=O)C1=C(N)OC2=C(C(=O)CC(C)(C)C2)C1c1cccnc1 (configuration not stated)	2.9	4	-2.7	2	-1.5	3	-0.2	-2	-0.1
O=C(CC(CC(=O)c1ccccc1)c1ccccc1)c1ccccc1	-0.5	-4	0.5	-18	3.8	1	-12	16	1.4

In another format: results already given.
> CCCCOc1ccc(NC(=O)Nc2nnc(C)s2)cc1
  BioA inh = -0.4 | GDH-TPI inh = -16 | Mtb UGM inh = 1.8 | BoNT-F LC inh = -2 | PfHsp40 rescue = -0.8 | Mtb FBA inh = -3 | FadD28 FP inh = -4.4 | Anthrax LF prot = 3 | BoNT A protease = -2.3
> CCOCCCn1c(SC(C)C(=O)NCC2CCCO2)nc2sc(C)c(C)c2c1=O (configuration not stated)
  BioA inh = 1.0 | GDH-TPI inh = 10 | Mtb UGM inh = 1.6 | BoNT-F LC inh = 5 | PfHsp40 rescue = -1.3 | Mtb FBA inh = -1 | FadD28 FP inh = 0.6 | Anthrax LF prot = 0 | BoNT A protease = 4.2
